All columns: NCI-60 one-dose screen, growth in % after 48 h at 10 µM unless noted; 100 = growth as untreated, 0 = no growth, -100 = all killed.
HCT-116: HCT-116 colon cancer | 82,000 tested, 7.3% active
COLO 205: COLO 205 colon cancer; 79,000 tested, 7.3% active; AID 1794742
NCI-H522: NCI-H522 lung cancer | 78,000 tested, 8% active | AID 1794739
NCI-H226: NCI-H226 lung cancer | 79,000 tested, 3.5% active
HT29: HT29 colon cancer; 81,000 tested, 7.4% active
HCT-15: HCT-15 colon cancer | 82,000 tested, 5.2% active | AID 1794746
NCI/ADR-RES: NCI/ADR-RES ovarian cells; 81,000 tested, 4.4% active; AID 1794790
NCI-H460: NCI-H460 lung cancer; 82,000 tested, 6.8% active; AID 1794736
NCI-H322M: NCI-H322M lung cancer; 80,000 tested, 2.7% active; AID 1794733
Numbers without * were called inactive. Rule for the calls: active = growth percent below 10; inactive = the rest.

O=C(OCC(O)C(=O)NC12CC3CC(CC(C3)C1)C2)c1cccc(Br)c1 (stereo not drawn) was read as HCT-116 99, COLO 205 105, NCI-H522 92, NCI-H226 97, HT29 94, HCT-15 95, NCI/ADR-RES 101, NCI-H460 108 and NCI-H322M 102.
`O=C(Nc1ccccc1)c1sc(-c2ccc(F)cc2)cc1O` gave HCT-116 85, COLO 205 102, NCI-H522 70, NCI-H226 88, HT29 96, HCT-15 90, NCI/ADR-RES 96, NCI-H460 76 and NCI-H322M 101.
For Cn1c(=O)c2c(ncn2CCC(=O)Nc2ccc(F)cc2)n(C)c1=O the results were HCT-116 88, COLO 205 108, NCI-H522 90, NCI-H226 109, HT29 94, HCT-15 106, NCI/ADR-RES 106, NCI-H460 108 and NCI-H322M 105.
`CN1CCC(O)(C(C(=O)O)c2ccccc2)CC1` (stereo not drawn) gave HCT-116 105, COLO 205 130, NCI-H522 98, NCI-H226 102, HT29 104, HCT-15 124, NCI/ADR-RES 108 and NCI-H460 103.
For COc1cc2ccn(CCC(=O)NCCC(C)C)c(=O)c2cc1OC the results were HCT-116 104, COLO 205 105, NCI-H522 103, NCI-H226 98, HT29 106, HCT-15 101, NCI-H460 104 and NCI-H322M 103.
CCCCCCC1=CC(=O)CC(=O)C1 was read as HCT-116 98, COLO 205 111, NCI-H522 98, NCI-H226 105, HT29 106, HCT-15 105, NCI/ADR-RES 109, NCI-H460 107 and NCI-H322M 106.
c1ccc(CCOC(c2ccccc2)(c2ccccc2)c2ccccc2)cc1 was read as HCT-116 73, COLO 205 95, NCI-H522 90, NCI-H226 86, HT29 75, HCT-15 91, NCI/ADR-RES 94, NCI-H460 92 and NCI-H322M 111.
COc1ccc(Cn2cc(CNC(=O)c3cccnc3Nc3ccc(OC)cc3)nn2)cc1 was read as HCT-116 98, COLO 205 131, NCI-H522 98, NCI-H226 92, HT29 109, HCT-15 102, NCI/ADR-RES 91, NCI-H460 104 and NCI-H322M 96.
Screening Cc1[nH]nc2c1C(c1cc3ccc(Cl)cc3nc1Cl)C(C#N)=C(N)O2 (stereo not drawn) returned HCT-116 35, COLO 205 102, NCI-H522 100, NCI-H226 95, HT29 100, HCT-15 86, NCI/ADR-RES 100, NCI-H460 105 and NCI-H322M 100.
Screening CCn1cc(C(=O)O)c(=O)c2cc(F)c(N3CCN(C(=O)CCO[N+](=O)[O-])CC3)cc21 returned HCT-116 100, COLO 205 100, NCI-H522 93, NCI-H226 101, HT29 108, HCT-15 96, NCI/ADR-RES 105, NCI-H460 107 and NCI-H322M 102.
Screening COC(=O)[C@H](Cc1ccc(O)cc1)NC(=O)C1(C)CCC[C@]2(C)[C@H]3C[C@H]4C(C(C)C)=C[C@]3(CC[C@@H]12)[C@@H]1C(=O)CCC(=O)[C@@H]14 (stereo partly drawn) returned HCT-116 101, COLO 205 106, NCI-H522 101, HT29 113, HCT-15 100, NCI/ADR-RES 97, NCI-H460 105 and NCI-H322M 92.
Screening COC1=C(S(N)(=O)=O)C2NS(=O)(=O)c3cnccc3N2C=C1 (stereo not drawn) returned HCT-116 98, COLO 205 114, NCI-H522 127, NCI-H226 92, HT29 113, HCT-15 95, NCI/ADR-RES 100, NCI-H460 116 and NCI-H322M 123.
For CCC/C=C(\C)C(C)(C#N)C(=O)OCC (stereo not drawn) the results were HCT-116 120, COLO 205 110, NCI-H226 101, HT29 109, HCT-15 113, NCI/ADR-RES 110, NCI-H460 108 and NCI-H322M 111.
`CCOc1ccc(N=Cc2ccc(N(C)C)cc2)c(O)c1` gave HCT-116 69, COLO 205 100, NCI-H522 72, NCI-H226 78, HT29 98, HCT-15 43, NCI/ADR-RES 89 and NCI-H460 71.
Screening CCOc1ccc(/C=N/Nc2cc(C)nc3ccc(Cl)cc23)cc1 returned HCT-116 -75*, COLO 205 21, NCI-H522 58, NCI-H226 79, HT29 27, HCT-15 -0.5*, NCI/ADR-RES 46, NCI-H460 3.4* and NCI-H322M 67.
Screening CC1(C)[C@H]2CC[C@@]1(C)C(=O)C2 returned HCT-116 80, COLO 205 108, NCI-H522 99, NCI-H226 97, HT29 109, HCT-15 110, NCI/ADR-RES 104, NCI-H460 109 and NCI-H322M 96.
Cc1cc(C)c(S(=O)(=O)n2ccnc2)c(C)c1 was read as HCT-116 107, COLO 205 115, NCI-H522 87, NCI-H226 112, HT29 104, HCT-15 101, NCI/ADR-RES 111, NCI-H460 107 and NCI-H322M 101.
Nc1ccc(Cl)c([N+](=O)[O-])c1 was read as HCT-116 98, COLO 205 107, NCI-H522 87, NCI-H226 101, HT29 106, HCT-15 88, NCI/ADR-RES 105, NCI-H460 104 and NCI-H322M 106.
COc1ccc2c(c1)-n1c(C)cc(=O)n1CC(=O)N2 was read as HCT-116 101, COLO 205 108, NCI-H522 75, NCI-H226 104, HT29 85, HCT-15 109, NCI/ADR-RES 106 and NCI-H460 107.
For CCCCOc1ccc([N+](=O)[O-])cn1 the results were HCT-116 95, COLO 205 113, NCI-H522 91, NCI-H226 89, HT29 104, HCT-15 102, NCI/ADR-RES 109, NCI-H460 115 and NCI-H322M 94.
For c1ccc(Nc2nnc(Nc3ccccc3)s2)cc1 the results were HCT-116 95, COLO 205 117, NCI-H522 102, NCI-H226 102, HT29 97, HCT-15 97, NCI/ADR-RES 92, NCI-H460 109 and NCI-H322M 84.
CCC(/C=C\C(C)C1CCC2C3CC=C4CC(O)CCC4(C)C3CCC12C)C(C)C (stereo not drawn) was read as HCT-116 113, COLO 205 106, NCI-H522 99, NCI-H226 102, HT29 96, HCT-15 107, NCI/ADR-RES 101, NCI-H460 106 and NCI-H322M 105.
Screening O=C(CN1C=NC2C(N3CCOCC3)=NC=NC21)c1ccc(Cl)cc1 (stereo not drawn) returned HCT-116 101, COLO 205 119, NCI-H522 91, HT29 106, HCT-15 100, NCI/ADR-RES 101, NCI-H460 102 and NCI-H322M 101.
COc1ccc(-c2cc(=O)c3cccc(CC(=O)O)c3o2)cc1 was read as COLO 205 112, NCI-H226 91, HT29 93, HCT-15 101, NCI/ADR-RES 101, NCI-H460 107 and NCI-H322M 107.
`CC1(C)CC[C@]2(C(=O)O)CC[C@]3(C)C(=CC[C@@H]4[C@@]5(C)CC(=C/c6cccnc6)/C(=N/O)C(C)(C)[C@@H]5CC[C@]43C)[C@@H]2C1` gave HCT-116 69, COLO 205 81, NCI-H522 68, NCI-H226 76, HT29 87, HCT-15 76, NCI/ADR-RES 86, NCI-H460 58 and NCI-H322M 83.
`N#Cc1c(NC(=O)c2cccs2)[n+]([O-])c2cc(C(F)(F)F)ccc2[n+]1[O-]` gave HCT-116 95, COLO 205 109, NCI-H522 77, NCI-H226 97, HT29 107, HCT-15 117, NCI/ADR-RES 107, NCI-H460 109 and NCI-H322M 94.
COc1ccc(-c2nn(-c3ccc(C(=O)O)cc3)cc2CNc2ccccc2)c(F)c1 was read as HCT-116 85, COLO 205 109, NCI-H522 84, NCI-H226 94, HT29 94, HCT-15 102, NCI/ADR-RES 99, NCI-H460 101 and NCI-H322M 106.
`COc1ccc(-n2c(SCC(=O)NNC(=S)NC(=O)c3ccc(Br)cc3)nc3ccc(Cl)cc3c2=O)cc1` gave HCT-116 88, COLO 205 121, NCI-H522 96, NCI-H226 95, HT29 122, HCT-15 57, NCI/ADR-RES 65, NCI-H460 87 and NCI-H322M 103.
`CN1CCC=C(C(=O)N2c3ccccc3Sc3ccc(Cl)cc32)C1` gave HCT-116 82, COLO 205 90, NCI-H522 83, NCI-H226 83, HT29 66, HCT-15 78, NCI/ADR-RES 84, NCI-H460 89 and NCI-H322M 93.
Screening C=CCC(O)CCCCC (stereo not drawn) returned HCT-116 97, NCI-H522 90, NCI-H226 103, HT29 104, HCT-15 102, NCI/ADR-RES 99, NCI-H460 108 and NCI-H322M 86.

A portion of the results above, as a working copy:
`CC1(C)CC[C@]2(C(=O)O)CC[C@]3(C)C(=CC[C@@H]4[C@@]5(C)CC(=C/c6cccnc6)/C(=N/O)C(C)(C)[C@@H]5CC[C@]43C)[C@@H]2C1` gave HCT-116 69, COLO 205 81, NCI-H522 68, NCI-H226 76, HT29 87, HCT-15 76, NCI/ADR-RES 86, NCI-H460 58 and NCI-H322M 83.
`N#Cc1c(NC(=O)c2cccs2)[n+]([O-])c2cc(C(F)(F)F)ccc2[n+]1[O-]` gave HCT-116 95, COLO 205 109, NCI-H522 77, NCI-H226 97, HT29 107, HCT-15 117, NCI/ADR-RES 107, NCI-H460 109 and NCI-H322M 94.
COc1ccc(-c2nn(-c3ccc(C(=O)O)cc3)cc2CNc2ccccc2)c(F)c1 was read as HCT-116 85, COLO 205 109, NCI-H522 84, NCI-H226 94, HT29 94, HCT-15 102, NCI/ADR-RES 99, NCI-H460 101 and NCI-H322M 106.
`COc1ccc(-n2c(SCC(=O)NNC(=S)NC(=O)c3ccc(Br)cc3)nc3ccc(Cl)cc3c2=O)cc1` gave HCT-116 88, COLO 205 121, NCI-H522 96, NCI-H226 95, HT29 122, HCT-15 57, NCI/ADR-RES 65, NCI-H460 87 and NCI-H322M 103.
`CN1CCC=C(C(=O)N2c3ccccc3Sc3ccc(Cl)cc32)C1` gave HCT-116 82, COLO 205 90, NCI-H522 83, NCI-H226 83, HT29 66, HCT-15 78, NCI/ADR-RES 84, NCI-H460 89 and NCI-H322M 93.
Screening C=CCC(O)CCCCC (stereo not drawn) returned HCT-116 97, NCI-H522 90, NCI-H226 103, HT29 104, HCT-15 102, NCI/ADR-RES 99, NCI-H460 108 and NCI-H322M 86.

(further entries)
`CC(=O)Oc1ccc(N2C(=O)CCSC2=S)cc1C(=O)O` gave HCT-116 110, COLO 205 114, NCI-H522 95, NCI-H226 96, HT29 103, HCT-15 101, NCI/ADR-RES 107, NCI-H460 112 and NCI-H322M 113.
Screening Cc1cc(C)c2ccc(NC(=O)c3ccccc3)nc2n1 returned HCT-116 101, COLO 205 124, NCI-H522 84, NCI-H226 80, HT29 108, HCT-15 95, NCI/ADR-RES 88, NCI-H460 120 and NCI-H322M 108.
Screening CCCCN(CCCC)C(=N)c1c(OC)cccc1OC returned HCT-116 50, COLO 205 79, NCI-H522 67, NCI-H226 75, HT29 63, HCT-15 98, NCI/ADR-RES 106, NCI-H460 98 and NCI-H322M 101.
For CC(C)CC(=O)Oc1ccc(/C=C/c2cc(OC(=O)CC(C)C)cc(OC(=O)CC(C)C)c2)cc1 the results were HCT-116 103, COLO 205 119, NCI-H522 73, NCI-H226 89, HT29 100, HCT-15 95, NCI/ADR-RES 81, NCI-H460 99 and NCI-H322M 93.
Screening CSc1nc(NN)cc(-c2ccccc2)n1 returned HCT-116 108, COLO 205 127, NCI-H522 99, NCI-H226 100, HT29 111, HCT-15 105, NCI/ADR-RES 105, NCI-H460 110 and NCI-H322M 110.
NC(N)=NS(=O)(=O)c1ccc(N=NC2C(=O)NNC2=O)cc1 was read as HCT-116 93, COLO 205 110, NCI-H522 96, NCI-H226 94, HT29 106, HCT-15 101, NCI/ADR-RES 106, NCI-H460 101 and NCI-H322M 102.
`O=C(/C=C/c1cccc(OC(F)(F)F)c1)Nc1ccc(C=C2c3ccccc3C(=O)c3ccccc32)cc1` gave HCT-116 54, COLO 205 100, NCI-H522 70, NCI-H226 82, HT29 75, HCT-15 64, NCI/ADR-RES 81, NCI-H460 79 and NCI-H322M 102.
CC(=O)O[C@H]1CC[C@]2(C)C3=C(CC[C@H]2C1(C)C)[C@]1(C)CC[C@H](C(CC[C@H](C)C(C)C)=C(c2ccccc2)c2ccccc2)[C@@]1(C)CC3 was read as HCT-116 98, COLO 205 100, NCI-H522 104, NCI-H226 101, HT29 108, HCT-15 100, NCI/ADR-RES 105, NCI-H460 101 and NCI-H322M 105.
For N#Cc1ccc(NC(=O)Nc2ccc(Cc3ccc(NC(=O)Nc4ccc(C#N)cc4)cc3)cc2)cc1 the results were HCT-116 19, COLO 205 29, NCI-H522 28, NCI-H226 38, HT29 53, HCT-15 26, NCI/ADR-RES 53, NCI-H460 17 and NCI-H322M 63.
For COc1ccc(-c2csc(Nc3ccc(S(=O)(=O)Nc4cc(C)on4)cc3)n2)cc1OC the results were HCT-116 80, COLO 205 128, NCI-H522 99, NCI-H226 97, HT29 114, HCT-15 139, NCI/ADR-RES 99, NCI-H460 109 and NCI-H322M 59.
O=C(O)C(=Cc1c2ccccc2cc2ccccc12)C(=O)O was read as HCT-116 98, COLO 205 113, NCI-H522 90, NCI-H226 109, HT29 105, HCT-15 106, NCI/ADR-RES 98, NCI-H460 112 and NCI-H322M 100.
CC(C)Sc1ncnc2[nH]ncc12 was read as HCT-116 93, COLO 205 106, NCI-H226 90, HT29 98, HCT-15 99, NCI/ADR-RES 111, NCI-H460 106 and NCI-H322M 103.
For COc1cc2oc(-c3cccc(C(=O)Nc4ccc(Cl)cc4)c3)cc(=O)c2c(OCCN)c1OC the results were HCT-116 -90*, COLO 205 -76*, NCI-H522 -87*, NCI-H226 -77*, HT29 -91*, HCT-15 -77*, NCI/ADR-RES -75*, NCI-H460 -87* and NCI-H322M -94*.
O=C(Cn1c(/C=C/c2ccccc2)nc2ccccc2c1=O)Nc1ccccc1 was read as HCT-116 45, COLO 205 79, NCI-H522 57, NCI-H226 60, HT29 98, HCT-15 77, NCI/ADR-RES 58, NCI-H460 43 and NCI-H322M 88.
Screening O=[N+]([O-])c1cc(Cl)cc(Cl)c1O returned HCT-116 93, COLO 205 108, NCI-H522 82, NCI-H226 101, HT29 98, HCT-15 101, NCI/ADR-RES 98 and NCI-H460 105.
For O=C1CCCC(=O)C1C(=O)c1ccc(C(F)(F)F)cc1[N+](=O)[O-] the results were HCT-116 101, COLO 205 113, NCI-H522 101, NCI-H226 96, HT29 113, HCT-15 96, NCI/ADR-RES 104, NCI-H460 104 and NCI-H322M 99.

Assay outcomes deposited in PubChem by NCI.
